Screens (PubChem BioAssay)
NCI-60 one-dose screen, 48 h, at 10 µM unless noted. Numbers give growth in % (100 = growth as untreated, 0 = no growth, -100 = all killed).
MOLT-4: MOLT-4 leukemia cells | 80,000 tested, 6.9% active
MDA-MB-435: MDA-MB-435 melanoma; 82,000 tested, 7.8% active
HOP-92: HOP-92 NSCLC cells; 71,000 tested, 6.3% active; AID 1794738
CCRF-CEM: CCRF-CEM leukemia; 77,000 tested, 7% active
RPMI-8226: RPMI-8226 leukemia cells; 77,000 tested, 7.5% active; AID 1794781
HOP-62: HOP-62 NSCLC; 80,000 tested, 3.9% active
K-562: K-562 leukemia | 78,000 tested, 7.4% active
SR: SR leukemia cells; 73,000 tested, 8.7% active
* = called active by the depositor; · = not tested or not shown; & = joins results of further samples. Rule for the calls: active = growth percent below 10; inactive = the rest.

entry	smiles	SR	K-562	HOP-92	RPMI-8226	CCRF-CEM	HOP-62	MOLT-4	MDA-MB-435
1	CC(=O)c1c(C)cc(C)c(C)c1C	90	100	84	99	·	106	90	102
2	CC(CCN1CN(CCC(C)CC(C)(C)C)CN(CCC(C)CC(C)(C)C)C1)CC(C)(C)C (stereo not given)	93	88	78	92	96	99	98	109
3	COc1ccc(/C=C/C(=O)c2ccc(NC(=O)CSc3nnc(-c4cc(-c5ccc(S(C)(=O)=O)cc5)nc5ccccc45)n3-c3ccccc3)cc2)cc1	98	94	132	92	107	100	92	100
4	CN(C)c1ccc(C2NNC(=S)N2)cc1 (stereo not given)	47	95	94	95	·	103	100	95
5	Cc1ccc(-c2cc(-c3cc(-c4ccc(C)cc4)nc(N)n3)nc(N)n2)cc1	·	97	97	118	104	95	120	105
6	CCC(=O)Oc1ccc(/C(=C(/C)Cc2cccc(OC)c2)c2ccc(OCCN3CCOCC3)cc2)cc1	127	107	104	98	101	97	101	99
7	Cc1ccc(S(=O)(=O)OCCCCCCCCCCOS(=O)(=O)c2ccc(C)cc2)cc1	62	89	48	74	79	110	68	·
8	Nc1ccccc1C(=O)NC1C(=O)Nc2ccccc21 (stereo not given)	110	119	75	98	97	82	106	104
9	Cc1ccc(S(=O)(=O)CCOC(=O)CNC(=O)OCc2ccccc2)cc1	103	98	93	107	101	117	90	104
10	C=CCN1[C@@H]2CC3CN4C(=O)C(=O)N5c6cccc7c6[C@](O)(CCC7)[C@H]2[C@@]45[C@]31C(=O)OCC (stereo not given in full)	119	55	68	66	79	87	94	80
11	O=C(c1ccc(-c2nc(CSc3nc4ccccc4s3)no2)cc1)N1CCC(F)(F)CC1	63	52	67	50	69	84	58	74
12	COc1cc(C2=NN(c3ccccc3)C(c3cccc(Nc4ccnc5cc(C(F)(F)F)ccc45)c3)C2)cc(OC)c1OC (stereo not given)	57	68	73	65	84	89	65	104
13	C=CCOC(=O)c1ccc(Cl)cc1	98	107	95	110	104	108	103	107
14	Cc1c(C)c2c(c(C)c1NC(=O)c1ccccc1C(=O)O)CCC(C)(CCCC(C)CCCC(C)CCCC(C)C)O2 (stereo not given)	30	43	101	59	40	80	30	91
15	CCCN(CCC)C(=O)C(C)C	101	109	95	104	107	107	111	108
16	CC1CN2COC(=S)SSSSC(=S)OCN3CC(C)N(COC(=S)SSSSC(=S)OCN1CC2C)CC3C (stereo not given)	108	108	95	98	101	104	100	112
17	O=c1[nH][nH]c2c([N+](=O)[O-])ccc(F)c12	89	98	118	94	92	114	98	100
18	CC(C)=CCC/C(C)=C/CC/C(C)=C/CC/C=C(\C)CC/C=C(\C)CCC(=O)Nc1ccn(C2OC(CO)C(O)C2(F)F)c(=O)n1 (stereo not given)	-16*	27	10	32	-6.6*	11	-14*	30
19	C=C(C)[C@@H]1CC[C@]2(C(=O)N3CCNCC3)CC[C@]3(C)[C@H](CC[C@@H]4[C@@]5(C)C/C(=C/c6ccncc6)C(=O)C(C)(C)[C@@H]5CC[C@]43C)[C@@H]12	106	97	96	98	101	107	96	105
20	Cc1ccc(S(=O)(=O)Oc2ccc3sc4cccc(NCCN(C)C)c4c(=O)c3c2)cc1	-19*	-65*	-77*	-48*	-46*	-90*	-33*	-96*
21	CC(C)S(=O)(=O)c1oc(-c2cccs2)nc1S(=O)(=O)c1ccccc1	87	98	90	100	102	105	99	103
22	N#C/C(=C\c1ccc(-c2cccc(C(F)(F)F)c2)o1)c1ccccc1	86	87	88	91	97	88	90	99
23	COc1ccc(-c2ccc3c(cnn3C(=O)c3cc(OC)c(OC)c(OC)c3)c2)cc1	82	64	76	82	107	75	103	66
24	N#Cc1c(-c2cccc(Cl)c2Cl)cc(-c2ccc3ccccc3c2)[nH]c1=O	67	91	-17*	68	38	34	71	95
25	CCCCCCCCCCCC(=O)N(C)C	107	104	69	89	87	99	101	97
26	COC(=O)c1ccc(SCCCN2CCOCC2)cc1	98	103	84	94	102	97	124	99
27	CCOC(=O)/C(C#N)=C1/NNC(=Nc2cccnc2)S1	118	100	94	107	106	91	106	99
28	O=C(O)c1ccc(Cn2c(=O)[nH]c(=O)n(Cc3ccc(Cl)cc3)c2=O)cc1	97	98	73	94	101	103	92	103
29	S=c1oc(-c2cc(Cl)cc(Cl)c2Cl)nn1CNc1cccc(Cl)c1Cl	119	80	92	92	91	97	117	94
30	CC(C)C[C@H](NC(=O)Cn1ccc(Nc2ccccc2)cc1=O)B(O)O	4.1*	39	1.3*	1.7*	3.7*	49	1.9*	-85*
31	COc1ccc(CN2C(=O)/C(=C\C(=O)c3ccc(OCCN4CCCC4)cc3)c3ccccc32)cc1	-14*	-26*	54	-4.7*	2.1*	·	5.6*	90
32	COc1ccc(-c2nc(SCC(C)C)nc(Nc3ccc(C(=O)O)cc3)c2C#N)cc1	82	89	89	61	89	116	83	99
33	O=C(NC(c1ccccc1)c1ccc2cccnc2c1O)c1ccccc1 (stereo not given)	92	97	51	90	97	108	93	114
34	CCCCCCCCCCCCOC(=O)c1nn(C(C)=O)c2ccccc12	124	102	109	105	102	102	94	104
35	Cc1cc(=O)[nH]c(N2CCCCC2)n1	105	106	·	114	97	110	100	107
36	COC(=O)c1ccc(NC(=O)CCl)cc1	39	71	·	70	·	88	73	74

From compound 25 up to 30, copied from above:
entry	smiles	SR	K-562	HOP-92	RPMI-8226	CCRF-CEM	HOP-62	MOLT-4	MDA-MB-435
25	CCCCCCCCCCCC(=O)N(C)C	107	104	69	89	87	99	101	97
26	COC(=O)c1ccc(SCCCN2CCOCC2)cc1	98	103	84	94	102	97	124	99
27	CCOC(=O)/C(C#N)=C1/NNC(=Nc2cccnc2)S1	118	100	94	107	106	91	106	99
28	O=C(O)c1ccc(Cn2c(=O)[nH]c(=O)n(Cc3ccc(Cl)cc3)c2=O)cc1	97	98	73	94	101	103	92	103
29	S=c1oc(-c2cc(Cl)cc(Cl)c2Cl)nn1CNc1cccc(Cl)c1Cl	119	80	92	92	91	97	117	94
30	CC(C)C[C@H](NC(=O)Cn1ccc(Nc2ccccc2)cc1=O)B(O)O	4.1*	39	1.3*	1.7*	3.7*	49	1.9*	-85*

Remaining list, next part
entry	smiles	SR	K-562	HOP-92	RPMI-8226	CCRF-CEM	HOP-62	MOLT-4	MDA-MB-435
37	CC(N)C(=O)NO (stereo not given)	99	117	95	96	110	92	95	109
38	C=C1CC[C@@H]2[C@]3(C)COC(c4ccccc4)O[C@@H]3CC[C@@]2(C)[C@@H]1CC(O)C1=CCOC1=O (stereo not given in full)	91	83	117	88	43	109	102	95
39	C#CC(c1ccccc1)(c1ccccc1)n1ccnc1	104	98	55	83	90	101	106	104
40	O=C(/C=C/c1ccc(Br)cc1)c1ccc(Br)cc1	·	·	94	·	92	111	·	89
41	COc1ccc2nc(-c3ccc(OC)c(OC)c3)cc(-c3nnc(SCC(=O)Nc4ccc(/C(C)=N\O)cc4)n3-c3ccccc3)c2c1	55	63	62	48	40	88	34	85
42	NCCCc1nn2c(CCC(=O)c3nc4ncccc4[nH]3)nnc2s1	97	98	98	98	98	89	106	106
43	CSc1ccncc1C(O)c1cccc(C(F)(F)F)c1 (stereo not given)	·	86	79	85	110	82	99	99
44	Cc1onc(-c2c(Cl)cccc2Cl)c1C(=O)Oc1ccc(-c2ccc(OC(=O)c3c(-c4c(Cl)cccc4Cl)noc3C)cc2)cc1	97	90	·	98	97	100	102	101
45	COc1ccc(C(=O)COc2cccc(/C=C3\Cc4ccc(Cl)cc4C3=O)c2)cc1	71	94	87	78	88	101	57	98
46	O=C1NC(=S)N/C1=C\c1ccc(Cl)c(Cl)c1	93	94	92	87	96	87	86	97
47	NNC(=O)N(c1ccccc1)c1ccccc1	99	109	80	103	98	118	110	104
48	CCOC(=O)CCCCN1C(=O)S/C(=C\c2cc(OC)c(OC)c(OC)c2)C1=O	98	92	85	101	109	104	106	99
49	CSc1nn2c(-c3ccco3)ccnc2c1C#N	90	99	91	98	98	96	99	97
50	COc1ccccc1CNCCCN1C(=O)c2ccc3c4c(ccc(c24)C1=O)C(=O)N(CCCOCCCCOCCCN)C3=O	7.7*	·	·	-5.6*	2.1*	14	-9.4*	-85*
51	O=C(Nc1ccccc1)Nc1ccc(NC(=O)c2cc(Cl)nc3ccccc23)cc1	100	100	99	99	102	95	95	87
52	COc1cccc(-c2nn(C(C)(C)C)cc2-c2ccnc(NCCCNS(=O)(=O)c3ccccc3)c2)c1	83	49&97	87&108	72&100	91&97	98&99	71&99	103&103
53	CC(C)Cn1cnc2c(=S)nc(N)[nH]c21	98	83	90	99	102	95	94	95
54	NC(N)=Nc1nc2ccccc2[nH]1	92	100	72	89	90	102	94	129
55	CN1C(=O)/C(=C/c2cn(-c3ccccc3)nc2-c2ccccc2)SC1=S	109	93	51	108	107	98	114	99
56	COc1ccc(S(=O)(=O)NCCCNc2cc(-c3cn(-c4ccccc4)nc3-c3ccccc3)ccn2)cc1	49	19	16	44	63	80	40	62
57	Fc1ccc(-c2cc3nc(C(Cl)Cl)nc(-c4cccs4)n3n2)cc1	84	45	-6.1*	-3.5*	86	5.8*	65	14
58	CN1C(=O)N(C)C2NN3C(c4ccccc4)=CSC3=NC21 (stereo not given)	106&119	106&98	90&62	106&102	107&116	98&93	99&107	111&102
59	Cc1cnc(C(=O)O)c[n+]1[O-]	101	·	103	105	105	·	82	105
60	O=c1[nH]c2sc3c(c2c(=O)n1-c1ccc(Cl)cc1)CCC3	103	103	75	103	94	115	103	102
61	CCCCc1nc(Cl)c(CO)n1Cc1ccc(-c2ccccc2-c2nn[nH]n2)cc1	·	105	·	115	113	98	100	97
62	CC1=NC(=S)NC(c2ccccc2)/C1=C1/CC(c2ccccc2O)ON1 (stereo not given)	108	98	86	104	96	93	101	99
63	CC(=O)NC(NC(C)=O)c1ccccc1	105	91	88	110	104	98	92	108
64	COc1ccc2c(c1)c(-c1nc(N)nnc1-c1ccccn1)cn2C	99	101	90	90	95	83	112	104
65	NCCOc1ncccc1/C=C1\c2ccccc2-c2ccc([N+](=O)[O-])cc21	1.1*	2.9*	-40*	-21*	8.6*	-60*	-3.9*	-70*
66	CCOC(=O)CCC1=C(CCC(=O)OC)C(C)=N/C1=C\c1[nH]c(-c2ccc[nH]2)cc1OC	65	76	42	90	61	109	71	105
67	N#Cc1c(-c2cccs2)cc(-c2cccnc2)[nH]c1=O	96	98	104	99	95	90	108	102
68	CC(=O)Nc1cc2c(cc1[N+](=O)[O-])-c1ccccc1C2O (stereo not given)	92	99	90	·	117	100	92	106
69	C=CC1=NC(C)(C)CC(C)O1 (stereo not given)	113	107	105	105	96	110	98	95
70	COc1cc(C)cc(-c2c(-c3cc(N4CC(O)C4)nc(-c4cccnc4)n3)cnn2C)c1	88	80	75	78	79	111	95	92
71	CCN=C(NCC)c1ccc(NC(=O)Nc2ccc(NC(=O)Nc3ccc(C(=NCC)NCC)cc3)cc2)cc1	100	51	82	52	92	90	77	67
72	O=C(CCNC(=O)c1ccc2c(c1)/C(=C/c1ccc[nH]1)C(=O)N2)NO	76	82	110	95	76	112	80	94

Four structures from above, arranged by molar mass, ascending.
entry	smiles	SR	K-562	HOP-92	RPMI-8226	CCRF-CEM	HOP-62	MOLT-4	MDA-MB-435
47	NNC(=O)N(c1ccccc1)c1ccccc1	99	109	80	103	98	118	110	104
36	COC(=O)c1ccc(NC(=O)CCl)cc1	39	71	·	70	·	88	73	74
62	CC1=NC(=S)NC(c2ccccc2)/C1=C1/CC(c2ccccc2O)ON1 (stereo not given)	108	98	86	104	96	93	101	99
70	COc1cc(C)cc(-c2c(-c3cc(N4CC(O)C4)nc(-c4cccnc4)n3)cnn2C)c1	88	80	75	78	79	111	95	92

Further records
entry	smiles	SR	K-562	HOP-92	RPMI-8226	CCRF-CEM	HOP-62	MOLT-4	MDA-MB-435
73	Cc1cc[n+](CC(=O)c2cccc3ccccc23)cc1	102	106	86	101	100	95	97	104
74	CCCCCCCCCC(C)NC(=O)CCl (stereo not given)	·	97	·	98	·	102	72	96
75	CC/C(=N\NC(N)=O)C(OC)OC	98	117	93	104	99	107	110	113
76	Brc1ccc(-c2[nH]ncc2-c2c[nH]c3ccccc23)cc1	100	88	63	82	55	111	70	93
77	CSc1ncc2[nH]cnc2n1	90	99	91	101	94	73	88	100
78	COc1cc(CNC(=O)CCCC/C=C/C(C)C)ccc1OCc1cn(-c2ccc(C(F)(F)F)cc2)nn1	70	76	14	53	69	65	80	107
79	Nc1nc(NC2CCCC2)nc(Oc2ccc(Cl)cc2)n1	99	92	95	105	102	97	99	100
80	O=C(O)C(Cc1ccc(OS(=O)(=O)Cc2ccccc2)cc1)NS(=O)(=O)Cc1ccccc1 (stereo not given)	86&100	101&105	102&135	102&110	112&115	118&105	102&121	111&99
81	C=CCN1C(=O)C(O)(CC(=O)c2cc3ccccc3oc2=O)c2ccccc21 (stereo not given)	30	55	99	89	89	85	88	103
82	CC(C)(C(N)=O)N1CCN(c2ccccc2Cl)CC1	93	87	84	98	97	100	97	110
83	COc1cc(C)cc(-c2nn(CC(N)=O)cc2-c2ccnc(Oc3cc(OC)c(OC)c(OC)c3)n2)c1	115	108	89	101	108	106	114	101
84	CCOC(=O)c1cc2c(n1Cc1cc(OC)c(OC)c(OC)c1)-c1nc(N)sc1CCC2	5.1*	25	42	76	41	44	67	-39*
85	Oc1ccccc1/C=N/Nc1nc(N/N=C/c2ccccc2O)nc(N2CCCCC2)n1	40	38	78	43	22	56	41	69
86	COc1ccc(C2N(c3ccc(O)cc3)N=C(C(C)=O)N2[C@@H]2[C@@H](OC(C)=O)O[C@@H](COC(C)=O)[C@H](OC(C)=O)[C@H]2OC(C)=O)cc1 (stereo not given in full)	97	92	103	92	101	114	108	99
87	CC1(C)Oc2cc3oc(=O)ccc3cc2C[C@@H]1OCCOS(=O)(=O)c1ccc([N+](=O)[O-])cc1	84	82	70	92	98	110	82	101
